# High-throughput results (PubChem BioAssay)
# SKN-1 inh: inhibitors of C. elegans SKN-1. inhibition, % at 21.8 µM. 360,000 compounds, 0.49% hits. C. elegans VP596 Pgst-4::GFP/RFP ratio, acrylamide-induced, 24 h;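 active = interference check ratio from 0.5 to 1.5 plus GFP to RFP signal ratio inhibition reaching or exceeding a fixed threshold, cut at about 30% in these data, passing the limit was not always enough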; also: some compounds called inactive have numbers as strong as hits
# MT1-MMP act inh: blocks activation of human MT1-MMP | P50281 | GFP/RFP ratio change, % at 20 µM | 360,000 compounds, 0.061% hits | HT1080 RFP-PRO-GFP cells, GFP/RFP ratio fluorescence, overnight; percent of plate control window, DMSO zero;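 active = GFP/RFP ratio change of at least 30% with cell ATP level not reduced by more than half and red fluorescence within 50% of control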; also: strong numbers were not always called active
#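 Material: RFP-PRO-GFP reporter HT1080 cells. Dosing: single-point 20 µM compound, 1% DMSO. Controls: DMSO and RFP-L50D-GFP cell wells. Timing: cells overnight before dosing, compound overnight, 37 °C, 5% CO2. Measure: GFP/RFP fluorescence ratio.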
# Rin1 Abl inh: blocks binding of human Rin1 to Abl; AID 588664; P00519+Q13671; 360,000 compounds, 0.4% hits; TR-FRET Rin1/Abl binding, biochemical; inhibition, % at 7.35 µM; in the data active = inhibition above about 5%, passing the limit was not always enough
# E coli Lon inh: inhibits E. coli Lon protease. 360,000 compounds, 0.42% hits. inhibition, % at 7.94 µM. purified E. coli Lon protease, fluorescence polarization; in the data active = inhibition above about 13%, passing the limit was not always enough;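 also: 0% = enzyme with probe and DMSO and 100% = no enzyme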
# CendR NRP1 mod: alters CendR peptide binding to human NRP-1 | 360,000 compounds, 0.85% hits | FAM-RPARPAR peptide binding to NRP-1, fluorescence polarization | inhibition, % at 25 µM | O14786;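 active = inhibition or corrected inhibition above about 18%, plus a signal ratio from 0.5 to 1.5, limit read from the data, passing the limit was not always enough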; also: strong numbers were not always called active
# Neddyl block: inhibitors of human cullin neddylation. P61081+Q13564. TR-FRET cullin neddylation, biochemical. calls only at 25 µM. 360,000 compounds, 0.58% hits; in the data active = inhibition above about 36%
# PABP1 MLLE inh: inhibitors of microRNA-mediated deadenylation, human PABP1 MLLE binding; P11940; 360,000 compounds, 0.36% hits; inhibition, % at 20 µM; GST-MLLE / FITC-PAM2 fluorescence polarization; AID 588489; in the data active = inhibition above about 35%, passing the limit was not always enough;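 also: plate controls were DMSO wells with GST-MLLE for no effect and wells lacking GST-MLLE protein for full effect; some results filed as inactive read as strong as hits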
# Target sequence (P11940 whole entry, looked up): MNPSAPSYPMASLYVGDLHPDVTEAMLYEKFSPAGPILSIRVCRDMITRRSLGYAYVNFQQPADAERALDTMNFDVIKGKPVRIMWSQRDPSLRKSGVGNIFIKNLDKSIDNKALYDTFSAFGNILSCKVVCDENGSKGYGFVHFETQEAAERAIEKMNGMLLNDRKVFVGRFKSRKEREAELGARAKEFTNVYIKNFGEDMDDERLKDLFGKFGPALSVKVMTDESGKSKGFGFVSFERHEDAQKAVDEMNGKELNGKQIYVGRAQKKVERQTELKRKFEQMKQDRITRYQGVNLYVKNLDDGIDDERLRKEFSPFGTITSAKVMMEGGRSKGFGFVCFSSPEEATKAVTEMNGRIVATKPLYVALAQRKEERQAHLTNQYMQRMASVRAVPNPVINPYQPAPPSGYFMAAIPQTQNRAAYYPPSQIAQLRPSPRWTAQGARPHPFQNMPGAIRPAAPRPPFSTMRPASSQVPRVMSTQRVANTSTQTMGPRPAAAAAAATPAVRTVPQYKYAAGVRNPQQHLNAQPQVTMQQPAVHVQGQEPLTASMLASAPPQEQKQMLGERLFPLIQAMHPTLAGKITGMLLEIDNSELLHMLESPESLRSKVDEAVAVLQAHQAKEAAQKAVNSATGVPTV
# bovine MsrA act: bovine methionine sulfoxide reductase A activation; purified bovine MsrA, absorbance read-out; activation, % at 10.6 µM; 360,000 compounds, 0.3% hits; in the data active = activation above about 7.5%;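 also: 0% = vehicle and 100% = reference activator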
# FAS TE block: blocks the thioesterase domain of human fatty acid synthase | P49327 | recombinant FAS-TE, OMFH fluorogenic substrate, fluorescence endpoint | inhibition, % at 15 µM | 360,000 compounds, 0.67% hits;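 active = compounds whose normalised, plate-corrected inhibition of enzyme fluorescence in the single-dose primary screen is 50% or more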;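 also: 0% = DMSO with enzyme and 100% = substrate without enzyme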
# Active calls of the source: *; i = inactive; / = no result given.
SMILES,SKN-1 inh,MT1-MMP act inh,Rin1 Abl inh,E coli Lon inh,CendR NRP1 mod,Neddyl block,PABP1 MLLE inh,bovine MsrA act,FAS TE block
O=C(c1ccc([N+](=O)[O-])cc1)N(Cc1cccs1)C1CCS(=O)(=O)C1 (centres undefined),0,-1,1,4,0,i,7,-9,1
CCNC(=O)c1sccc1-n1cccc1,12,-8,-5,1,1,i,2,-1,-6
CCC(CC)COC(=O)C1=C(C)NC(=O)NC1c1ccccc1Br (centres undefined),1,-3,-1,-12,-10,i,8,-4,28
CCOC(=O)C1(C)CCN1C(=O)Cc1ccc(OC)cc1 (centres undefined),-11,-1,1,-19,6,i,11,-3,-3
O=C(COC(=O)c1ccccn1)Nc1cccnc1Cl,3,-1,3,6,-4,i,-5,-2,-3
CCN(/C=N/c1sc2c(c1C#N)CC(C)(C)NC2(C)C)CC,1,4,2,1,-5,i,18,-3,-5
COc1nc(N)nc(NC23CC4CC(CC(C4)C2)C3)n1,2,-6,6,2,2,i,2,-3,6
O=C(Nc1ccc2c(c1)OCCO2)C1CCN(C(=O)c2ccc([N+](=O)[O-])cc2)CC1,-6,1,0,5,2,i,5,-9,-3
Cc1ccccc1Cn1cnc2c(nnn2Cc2ccc(F)cc2)c1=O,12,3,-3,4,-5,i,-9,-1,-6
CC(=O)c1cccc(NC(=O)C(C)OC(=O)Cc2c[nH]c3ccccc23)c1 (centres undefined),0,-1,3,4,-2,i,-5,-3,5
CCCC(c1nnnn1C(C)(C)CC)N(Cc1ccco1)Cc1cc2ccc(OC)cc2[nH]c1=O (centres undefined),1,-7,-4,-1,-7,i,3,-10,15
Cc1ccc(Cl)cc1-n1c(=O)cc(N2CCN(C(=O)c3ccco3)CC2)[nH]c1=O,4,-8,2,-4,-16,i,-28,-3,-8
COC(=O)c1c(C)cc(O)cc1O,5,2,0,3,1,i,9,-3,-1
CCCCOC(=O)c1ccc(S(N)(=O)=O)o1,6,4,-1,-9,-16,i,-2,-1,-9
Cc1cccc(N(C(=O)c2ccc(CN3CCOCC3)o2)C(C(=O)NC(C)(C)C)c2ccc(F)cc2)c1 (centres undefined),6,2,-3,-2,-1,i,-16,1,-1
O=C1C=C(c2ccc3c(c2)OCCO3)C[C@@H](c2ccc(F)cc2)C1,-20,0,3,0,-7,i,11,-4,17
COc1ccc(OC)c(/C=N/NC(=O)C(=O)N2CCCC2)c1,-5,/,1,4,3,i,0,-3,-4
CCOC(=O)C(c1ccccc1)C(Nc1ccc(Cl)c(Cl)c1)c1ccccn1 (centres undefined),-12,-5,-1,6,-8,i,-5,-3,-1
COCCn1c(SCC(=O)NC2CCCC2)nnc1-c1ccco1,2,4,3,-2,140,i,11,0,-7
Cc1ccc(S(=O)(=O)n2nc(OC(=O)c3ccccc3F)cc2N)cc1,7,0,-2,-1,-6,i,-6,-2,5
COc1ccc(NC(=O)CCN2CCCCCC2)cc1,-24,0,1,-10,3,i,1,-11,-17
CCOC(=O)c1ccc(NC(=O)CCC(=O)NCc2ccco2)cc1,23,4,-1,-8,8,i,3,-1,-5
Cc1oc2c(c(C)cc3oc(=O)c(CC(=O)N[C@@H](C)C(=O)O)c(C)c32)c1C,1,-1,-2,-9,-2,/,9,0,-6
Cc1nn(-c2ccccc2)c(C)c1C(=O)OCC(=O)N1CCN(S(=O)(=O)c2ccccc2)CC1,14,-2,-4,-3,-3,i,-17,1,6
COc1ccc2c(c1)C(NC(C)=O)C(=O)N2C (centres undefined),-4,2,-3,5,6,i,15,0,-8
COC(=O)Cn1c(CN2CCC(Cc3ccccc3)CC2)nc2c1c(=O)n(C)c(=O)n2C,0,0,2,-9,11,i,16,-5,16
CCS(=O)(=O)Nc1ccc(C(=O)OC)cc1,1,3,0,-6,7,i,-3,-1,-4
COC(=O)c1ccccc1NC(=O)c1sc(N)nc1C,3,-1,1,0,4,i,-3,-3,0
Cc1cc(S(=O)(=O)N2CCCC(C(=O)Nc3ccc(C(=O)O)cc3)C2)ccc1Cl (centres undefined),18,7,4,4,0,i,-6,-2,1
O=[N+]([O-])c1cccc(C=NNc2ccc3ccccc3n2)c1O,10,17,-2,11,-10,i,-3,-2,4
CN(C)CCCNC(=O)c1cc(Br)ccc1Cl,-1,1,-5,-15,-16,i,-4,-3,-5
Cc1ccccc1C(=O)NCC(=O)OCC(=O)NC(C)C1CC2CCC1C2 (centres undefined),4,2,1,-7,-3,i,-8,0,-1
O=C(CC(c1ccccc1)c1ccccc1O)N1CCCCC1 (centres undefined),10,-1,1,5,7,i,-13,-1,0
C/C(=N/NC(=O)c1ccc(Cl)cc1Cl)c1cccnc1,-18,-2,1,11,0,i,-12,-11,-4
COC(=O)c1cccc(NC(=O)CC2C(=O)NCCN2C(=O)Nc2cc(C)cc(C)c2)c1 (centres undefined),9,4,-1,-13,2,i,-1,-5,0
CC1=NN(c2ccc(C(=O)OC(C)C)cc2)C(=O)/C1=C\C=C\c1ccco1,-11,1,3,-2,-9,i,12,-2,-4
CN(CCC1CCOCC1)C(=O)CC1C(=O)NCCN1Cc1ccccc1F (centres undefined),11,3,1,-4,17,i,20,-9,-5
COc1ccc(/C=C(\NC(=O)c2ccccc2)C(=O)N/N=C/c2cccnc2)cc1,0,0,-4,-3,4,i,-6,-4,-8
CC(C)n1cc(CN2CCN(C)C(CCO)C2)c2ccccc21 (centres undefined),-19,1,2,-15,-14,i,2,5,-7
Nc1nc(SCc2ccc([N+](=O)[O-])cc2)c2ncn(C3OC(CO)C(O)C3O)c2n1 (centres undefined),4,0,2,12,-20,i,11,-7,-1

# Of the compounds above, these have a nitro group on carbon.
SMILES,SKN-1 inh,MT1-MMP act inh,Rin1 Abl inh,E coli Lon inh,CendR NRP1 mod,Neddyl block,PABP1 MLLE inh,bovine MsrA act,FAS TE block
O=C(c1ccc([N+](=O)[O-])cc1)N(Cc1cccs1)C1CCS(=O)(=O)C1 (centres undefined),0,-1,1,4,0,i,7,-9,1
O=C(Nc1ccc2c(c1)OCCO2)C1CCN(C(=O)c2ccc([N+](=O)[O-])cc2)CC1,-6,1,0,5,2,i,5,-9,-3
O=[N+]([O-])c1cccc(C=NNc2ccc3ccccc3n2)c1O,10,17,-2,11,-10,i,-3,-2,4
Nc1nc(SCc2ccc([N+](=O)[O-])cc2)c2ncn(C3OC(CO)C(O)C3O)c2n1 (centres undefined),4,0,2,12,-20,i,11,-7,-1

# Continued:
SMILES,SKN-1 inh,MT1-MMP act inh,Rin1 Abl inh,E coli Lon inh,CendR NRP1 mod,Neddyl block,PABP1 MLLE inh,bovine MsrA act,FAS TE block
Cc1cc(=O)c2c(C)ccc(C)c2[nH]1,16,5,-1,-3,-4,i,-17,3,0
O=C(NNC(=S)NC1CCCCC1)c1ccc2c(c1)OCO2,-1,1,-2,12,0,i,-16,0,-9
N#CCSCC(=O)Nc1ccc(Cl)cc1,3,1,-2,6,8,i,10,-1,-23
Cc1ccc(-n2c(C)cc(C(=O)CSc3nnc4ccccn34)c2C)cc1,9,-5,-2,-8,9,i,13,-2,0
C[C@H](NC(=O)c1ccco1)C(=O)Nc1cc(S(=O)(=O)N2CCCC2)ccc1OCC(F)(F)F,23,1,0,-12,-6,i,-8,0,-7
O=C(NC(=S)Nc1ccccn1)c1cc(-c2ccccc2)nc2ccccc12,3,1,1,5,6,i,32,-4,21
CC1(c2ccc(Cl)cc2)NC(=O)N(CC(=O)NCc2ccc(F)cc2)C1=O (centres undefined),-9,1,-1,9,3,i,-1,-5,2
COc1ccc(C(=O)COC(=O)c2sc(C)nc2C)cc1Cl,-7,-1,-1,-1,-14,i,0,-3,15
COCCCN1C(=O)C(CC(=O)NCC2CCCCC2)CC(C(=O)N(C(C)C)C(C)C)=C1C (centres undefined),17,0,1,6,-5,i,9,3,-5
CC(C)C(C(=O)N1CCN(Cc2ccccc2)CC1)c1ccccc1 (centres undefined),13,-5,2,-10,9,i,10,-1,0
CC(=O)Nc1ccc(S(=O)(=O)N(C)CC(=O)OC(C)C(=O)N(C)Cc2ccccc2)cc1 (centres undefined),0,-2,2,-5,12,i,-1,-3,-4
COc1ccc(NC(=O)CSc2nnc(-c3ccccn3)n2-c2ccccc2)cc1OC,15,8,0,2,-2,i,5,-3,-4
C/C=C/C(=O)Nc1nnc(C2CCCCC2)s1,2,2,0,0,4,i,-6,3,-5
CCC1CCCCN1CCCNC(=O)CCC(=O)N1CC(C)Oc2ccccc21 (centres undefined),-3,-1,2,-11,7,i,-5,-3,-8
O=C(c1c(F)c(F)c(F)c(F)c1F)N(Cc1ccccc1)Cc1ccccc1,4,4,-1,-2,-10,i,3,0,25
O=C(O)/C=C/C(=O)Nc1nccs1,2,-3,-4,5,-6,i,0,-8,-6
c1ccc(Nc2ncnc3sccc23)cc1,1,1,-1,-1,5,i,1,-2,0
c1ccc2cc(OCCOCCOc3ccc4ccccc4c3)ccc2c1,-2,-1,0,-9,-6,i,1,-8,21
CCCCN(C)c1c(C)nc2ccc(C(=O)Nc3ccc(OC)c(OC)c3)cn12,8,2,3,4,4,i,3,-6,-5
Cc1scc(C(=O)O)c1-c1c(C(=O)O)csc1C,-7,2,1,-9,2,i,15,-3,-12
CCN1CCSc2ccc(C(=O)NCc3ccccc3Br)cc21,-1,-9,-2,-2,-3,i,1,-7,18
O=C(C[C@H]1C[C@H]2c3cc(NS(=O)(=O)c4ccc(F)cc4)ccc3O[C@H]2[C@H](CO)O1)NCc1ccncc1,6,-2,-3,-8,-16,i,6,-3,-7
O=C(NCCc1ccco1)c1ccc(OCc2cn3ccccc3n2)cc1,8,-2,3,-9,-6,i,0,-2,-3
Cc1cc(-c2c(C)[nH]n(-c3ccc(Cl)cc3)c2=O)n[nH]1,4,9,1,-9,4,i,-2,-9,-10
Cc1oc(-c2ccc(Cl)cc2)nc1CN1CCCC(C(=O)N2CCOCC2)C1 (centres undefined),-2,-1,1,-5,-1,i,-9,-3,-5
O=C(CNc1cccc2ccccc12)N/N=C/C=C/c1ccco1,-1,-1,-2,-3,7,i,-21,-5,10
COC(=O)CSc1nnc(-c2ccncc2)o1,-2,-11,4,0,10,i,-5,0,-10
COc1ccc(C(c2nnnn2Cc2ccccc2)N2CCN(c3ccccc3)CC2)cc1 (centres undefined),8,-10,1,4,-5,i,15,-4,18
Cc1ccc(Sc2cc(C)nc(-c3ccccn3)n2)cc1,9,2,1,-11,0,i,-7,1,-1
CC(C)(C)OC(=O)N(CCc1ccccc1)Cc1cccc(OCc2cccc(NC(=O)c3ccccc3)c2)c1,-10,-7,-3,-5,-3,i,4,-2,21
COc1ccc(-c2coc3cc4oc(=O)cc(C)c4cc23)cc1F,-14,-7,-2,2,-87,i,-11,-6,10
CC1=NN(C(=O)c2ccc(Cn3nc(C)c([N+](=O)[O-])c3C)o2)C(O)(C(F)(F)F)C1 (centres undefined),-2,9,2,-6,2,i,-2,-5,5
O=C(/C=C/c1ccccc1)NCCc1ccc2c(c1)OCCO2,-4,1,-1,-3,4,i,-4,-6,-4
CCOc1ccc(CCNC(=O)CS(=O)Cc2nc(-c3ccc(C)cc3)oc2C)cc1OCC (centres undefined),-6,2,2,-1,-9,i,3,-3,-3
Cc1ccc(-n2nc3ccc(NC(=O)c4ccc5c(c4)OCO5)cc3n2)cc1,1,-1,1,6,0,i,-13,-9,-2

# Hits appear at their usual frequency. Share with any hit: about 4%.
